Source: PubChem BioAssay (School of Medicine, Boston University)
PL synth Enamine – blocks phospholipid synthesis in CHO cells, Enamine compounds | ZR-82 CHO cells, pyrene fatty acid UV survival, CellTiter Blue; peroxisome-deficient CHO-K1 mutant line; plus DGAT-1, DGAT-2 and ACAT inhibitors | calls only at 10 µM | 20,000 tested, 0.4% active;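 active means cell survival signal 2 SD away from solvent-only control wells, confirmed on one or two retests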;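 further: 3 h compound exposure then viability read about one day after UV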
Calls only; i = inactive.

SMILES	PL synth Enamine
Brc1cc2c(cc1CSc1nnnn1C1CC1)OCCO2	i
CN=c1scc(-c2ccccc2Br)n1/N=C/c1ccc[nH]1	i
c1ccc(-c2nnc(SCc3nc4ccccc4o3)o2)cc1	i
COC(=O)Cn1cnc2ccsc2c1=O	i
CC1CN(P2(=O)C=C(c3ccccc3)OC(c3ccccc3)=C2)CC(C)O1 (stereo not given)	i
CCc1sc(-c2nnc(CSc3nnc(C4CC4)n3C)o2)cc1C	i
Cc1nc(N)sc1C	i
COC(=O)c1c(NC(=O)/C=C/C(=O)Nc2sc3c(c2C(=O)OC)CCC3)sc2c1CCC2	i
O=C(O)Cn1cncn1	i
C=CCSc1nnc(NC(=O)CCNC(=O)c2ccco2)s1	i
Cc1nc(N=C(N)NC(=O)N2c3ccccc3Sc3ccccc32)nc2ccccc12	i
Cc1nn(-c2ccccc2)c(C)c1P(=Nc1cc(Cl)ccc1Cl)(N1CCCC1)C(C)(C)C (stereo not given)	i
O=C1C2CCCCC2C(=O)N1CN1CCN(S(=O)(=O)c2cccs2)CC1 (stereo not given)	i
Cc1nc(NCCc2cccs2)c2c3c(sc2n1)CCCC3	i
O=[N+]([O-])c1cccc(-n2nncc2C23CC4CC(CC(C4)C2)C3)c1	i
Nc1ncnc(N/N=C/c2cccnc2)c1[N+](=O)[O-]	i
Cn1cc([N+](=O)[O-])cc1C(=O)O	i
COC1C=CC(CNC(=O)c2cc3c(=O)n4cccc(C)c4nc3n2C)(OC)O1 (stereo not given)	i
Oc1ccc(N=Nc2ccc(OC(F)F)cc2)c2cccnc12	i
O=C(CSC1CCCC1)c1cc2ccccc2o1	i
CCc1n[nH]c(=S)n1/N=C/c1ccc2c(c1)OCO2	i
O=C1NC2(CCCCC2)C(=O)N1CN1CCN(S(=O)(=O)c2ccc3c(c2)CCCC3)CC1	i
O=C(C(=O)N1CCOCC1)N1CCNCC1	i
Cc1ccc(N2C3=[N+](CCCCC3)CC2(O)c2ccc(C)cc2)cc1 (stereo not given)	i
COC(=O)COc1ccc2c3c(c(=O)oc2c1)CCC3	i
O=C([C@@H]1CCCN1C(=O)c1cccs1)N1CCN(S(=O)(=O)c2ccc(Cl)s2)CC1	i
CNC(=S)N/N=C/c1ccc(C)s1	i
COc1cccc(C(N)P(=O)(O)O)c1 (stereo not given)	i
Cc1noc(C)c1CSc1nnc2c(Cl)cc(C(F)(F)F)cn12	i
CC(C)(C)C1CCC(C(=O)OCC(=O)c2ccc(Br)s2)CC1 (stereo not given)	i

Filtered by structure, the compounds so far containing fluorine.
SMILES	PL synth Enamine
Oc1ccc(N=Nc2ccc(OC(F)F)cc2)c2cccnc12	i
Cc1noc(C)c1CSc1nnc2c(Cl)cc(C(F)(F)F)cn12	i

(more compounds)
SMILES	PL synth Enamine
Brc1ccc2c(c1)C1CC(c3cccs3)=NN1C(c1cccnc1)O2 (stereo not given)	i
C=CCNC(=S)NNC(=O)Cc1cn2ccsc2n1	i
CN(C)C(=O)CN(C)C(=O)CN1C(=O)NC2(CCCCCC2)C1=O	i
FC(F)(F)c1nnc2n1N=C(c1cccc(Cl)c1)CS2	i
Fc1ccc(N=c2scc(-c3ccc(OC(F)F)cc3)n2C2CC2)cc1	i
Cc1c(C(=O)O)sc2nc3n(c(=O)c12)CCCCC3	i
Cc1ccc(-c2nnnn2C2CCS(=O)(=O)C2)cc1 (stereo not given)	i
Cc1ccccc1CN(C)Cn1nc2c(Cl)cc(Cl)cn2c1=S	i
CC(C)(C)C1CCC(OCC(O)CN(CCO)CCO)CC1 (stereo not given)	i
Cc1cc(C)[n+](-c2ccc(F)cc2)c2[nH]c(=O)[nH]c(=O)c12	i
CC(Sc1nnc(-c2cccs2)n1C1CC1)C(N)=O (stereo not given)	i
O=S(=O)(Nc1ccc(Br)cc1F)c1ccc2c(c1)OCCO2	i
c1coc(C2Sc3ccccc3N=C3c4ccccc4CCC32)c1 (stereo not given)	i
O=C(NN=Cc1c(O)[nH]c(=S)[nH]c1=O)C1CCCCC1	i
O=C(COC(=O)c1cc2c(s1)CCC2)NCCN1C(=O)CSC1=O	i
NC(c1c(O)ccc2ccccc12)P(=O)(O)O (stereo not given)	i
c1coc(-c2cc(CSc3nnc(-c4cccs4)n3C3CC3)no2)c1	i
CC(=O)NCC12CC3CC(C)(CC(C)(C3)C1)C2	i
CCCc1cc(N)on1	i
Cn1c(=NC(=Nc2ccccc2)c2ccccc2)sc2ccccc21	i

8 compounds already listed, ordered by SMILES length, lowest first:
SMILES	PL synth Enamine
NC(c1c(O)ccc2ccccc12)P(=O)(O)O (stereo not given)	i
CC(=O)NCC12CC3CC(C)(CC(C)(C3)C1)C2	i
c1coc(C2Sc3ccccc3N=C3c4ccccc4CCC32)c1 (stereo not given)	i
Cn1c(=NC(=Nc2ccccc2)c2ccccc2)sc2ccccc21	i
O=C(NN=Cc1c(O)[nH]c(=S)[nH]c1=O)C1CCCCC1	i
O=C(COC(=O)c1cc2c(s1)CCC2)NCCN1C(=O)CSC1=O	i
c1coc(-c2cc(CSc3nnc(-c4cccs4)n3C3CC3)no2)c1	i
Cc1cc(C)[n+](-c2ccc(F)cc2)c2[nH]c(=O)[nH]c(=O)c12	i

(listing goes on)
SMILES	PL synth Enamine
S=C(NC12CC3CC(CC(C3)C1)C2)N1CCOCC1	i
CC(=O)Nc1sc(C)c(C)c1C(=O)OC(C)C(=O)NC1CCCC1 (stereo not given)	i
O=[N+]([O-])c1ccc(Nc2ccc(N=Nc3ccccc3)cc2)c([N+](=O)[O-])c1	i
O=S(=O)(Nc1nc2ccccc2nc1N1CCCc2ccccc21)c1ccc(Br)cc1	i
C=CCNc1nc(C(=O)OC2CCCCC2=O)cs1 (stereo not given)	i
CC1=C/C(=N\NC(=S)NC2CCCCC2)CC1	i
Cc1cc(N)n(-c2ncnc3sc4c(c23)CCC4)n1	i
O=C(O)c1cc(-c2cccs2)on1	i
Fc1ccccc1Cn1nnc(-c2ccc(Br)cc2)n1	i
CC1(C2CC2)NC(=O)N(CC(=O)N(CC2CCCO2)C2CCS(=O)(=O)C2)C1=O (stereo not given)	i
C=CCN=c1scc(-c2ccc(F)cc2)n1/N=C/c1ccc(C(F)(F)F)cc1	i
CC(C)CN(C(=O)CN(C)C(=O)c1cc2c(s1)CCC2)c1c(N)n(CC(C)C)c(=O)[nH]c1=O	i
Cc1ccc(N=P(NN2C=NCN=C2)(c2ccc(Br)cc2)c2ccc(Br)cc2)cc1C	i
O=C(COC(=O)/C=C/c1ccc(I)o1)NC12CC3CC(CC(C3)C1)C2	i
O=S(=O)(c1ccc2ccccc2c1)N1CCCc2cccc(O)c21	i
CCCn1c(N)c(C(=O)CSc2nnc(N)s2)c(=O)[nH]c1=O	i
NC(=O)C12CCCC(CCC1)C2	i
CN/N=C(\C)c1ccc(Br)s1	i
Cc1cc(C)n2cc(CSC3CCCC3)nc2n1	i
O=[N+]([O-])c1ccc(C=C(c2nc3ccccc3s2)c2nc3ccccc3s2)o1	i
COC(=O)NC(NC(=S)Nc1ccccc1I)C(Cl)(Cl)Cl (stereo not given)	i
Cc1ccc(C)c(S(=O)(=O)N/N=C/c2ccc3ncccc3c2)c1	i
NC(=O)c1c(NC(=O)CN2CCCC2)sc2c1CCC2	i
CSCCC(Nc1ncnc2sc3c(c12)CCC3)C(=O)O (stereo not given)	i
CCOc1ccc2c(c1)-c1c(sn(-c3ccc(CC)cc3)c1=S)C(C)(C)N2	i
C=CCn1c(SCC(=O)NCC2CCCO2)nnc1C1CCCCC1 (stereo not given)	i
COCCN=Cc1cc(I)cc(I)c1O	i
Cc1c(C(=O)O)sc2ncn(C)c(=O)c12	i
COCC(C)n1c(C)cc(C(=O)CSc2nc(C)nc3sc(C)c(C)c23)c1C (stereo not given)	i
O=C(COC(=O)/C=C/c1ccc(Br)o1)NCCCN1CCCC1=O	i
O=S(=O)(Nc1ccc(Cl)c(S(=O)(=O)N2CCCC2)c1)c1ccc(F)c(F)c1F	i
CC(C)c1cc(C(C)C)c(Sc2c(-c3ccccc3)nc3ncccn23)c(C(C)C)c1	i
CCN(CC)C(=O)CN1C(=O)NC2(CCCCCCC2)C1=O	i
Clc1ccc(NCn2nnc3ccccc32)cc1	i
COCN1C(=O)NC2(CC(C)CC(C)(C)C2)C1=O (stereo not given)	i
O=C(Cn1cnc2sccc2c1=O)N(C1CCCC1)C1CCS(=O)(=O)C1 (stereo not given)	i
COc1ccc(S(=O)(=O)Nc2ccc(OC)c(S(N)(=O)=O)c2)cc1Br	i
CC1CN(Cc2oc(CO)cc(=O)c2O)CC(C)O1 (stereo not given)	i
c1csc(C2Nc3ccccc3-c3nc4ccccc4n32)c1 (stereo not given)	i
OC(c1ccc2c(c1)OCO2)c1nccc2ccccc12 (stereo not given)	i
COc1cc(OC)c(OC)cc1C=Nc1ccc(N=Cc2cc(OC)c(OC)cc2OC)c([N+](=O)[O-])c1	i
NC1=NC(c2ccco2)n2c(nc3ccccc32)N1 (stereo not given)	i
CNS(=O)(=O)c1ccc(N)cc1	i
Cc1ccc(C2CC(c3ccc(Cl)cc3Cl)n3ncnc3N2)cc1 (stereo not given)	i
Nc1cc2c(cc1N)OCCO2	i
Brc1cc2c(cc1CSc1nncn1-c1ccccc1)OCO2	i
Cc1nc(SCC(=O)N2CCNC2=O)c(C(N)=O)c(C)c1C	i
O=c1c2ccc(Cl)cc2nc(SCc2cc(=O)n3ccsc3n2)n1C1CCCCC1	i
Cn1cccc1C1CCCN1Cc1nc2c(Br)cc(Br)cc2c(=O)[nH]1 (stereo not given)	i
COc1ccc(/C=N/OCc2cccc(C(F)(F)F)c2)cc1OCc1ccccc1	i

(next part)
SMILES	PL synth Enamine
FC(F)(F)C(=NC1(C(Cl)(Cl)Cl)Oc2ccccc2O1)Nc1ccc2c(c1)OCO2	i
COc1ccc2cc(-c3nc4cc5c(cc4c(C)c3C)OCO5)ccc2c1	i
COc1ccc(OC)c2c1CN(c1ccnc(N3Cc4c(OC)ccc(OC)c4C(O)C3)n1)CC2O (stereo not given)	i
Cc1ccc2c(C)cc(Sc3ccc(C)c(C)c3)nc2c1	i
C(=C\c1nc2cc(-c3ccccc3)ccc2o1)/c1ccc2c(c1)OCO2	i
c1ccc(C[n+]2cc(-c3ccccc3)n3c2CCC3)cc1	i
O=C(Cn1c2[n+](c3ccc(C(F)(F)F)cc31)CCCCC2)c1ccc2c(c1)OCCO2	i
Cn1c(C(=O)NCCCN2CCOCC2)cc2c(=O)n3ccccc3nc21	i
Cn1c(N)c(C(=O)CSc2nnc(NC3CC3)s2)c(=O)[nH]c1=O	i
CCc1ccc(C(=O)CSc2nnc(C3CC3)n2C2CC2)s1	i
Cc1ccc(-c2cc(C(F)(F)F)n3nc(N)nc3n2)cc1	i
Cc1cc(C(=O)O)c(C)o1	i
O=P(/C=C(\Cl)c1ccccc1)(/C=C(\Cl)c1ccccc1)NCC(c1ccc(F)cc1)N1CCOCC1 (stereo not given)	i
Cc1ccc(N[P+](c2ccncc2)(N2CCCC2)C(C)(C)C)cc1Cl (stereo not given)	i
Clc1ccccc1CSc1cc2nc3ccccc3n2c(-c2ccccc2)n1	i
Clc1ccc(-c2nc(-c3ccncc3)no2)cc1	i
O=[N+]([O-])c1ccc2[nH]c(O)c(N=Nc3cccc(C(F)(F)F)c3)c2c1	i
c1csc(-c2cc(CSc3nnc(C4CC4)n3C3CC3)no2)c1	i
CNC(=S)N/N=C/c1ccc(N2CCOCC2)s1	i
S=c1[nH]ncn1/N=C/c1ccc(N2CCOCC2)cc1	i

The closing 10 entries of the part before lead into the next.
SMILES	PL synth Enamine
Cc1ccc(-c2cc(C(F)(F)F)n3nc(N)nc3n2)cc1	i
Cc1cc(C(=O)O)c(C)o1	i
O=P(/C=C(\Cl)c1ccccc1)(/C=C(\Cl)c1ccccc1)NCC(c1ccc(F)cc1)N1CCOCC1 (stereo not given)	i
Cc1ccc(N[P+](c2ccncc2)(N2CCCC2)C(C)(C)C)cc1Cl (stereo not given)	i
Clc1ccccc1CSc1cc2nc3ccccc3n2c(-c2ccccc2)n1	i
Clc1ccc(-c2nc(-c3ccncc3)no2)cc1	i
O=[N+]([O-])c1ccc2[nH]c(O)c(N=Nc3cccc(C(F)(F)F)c3)c2c1	i
c1csc(-c2cc(CSc3nnc(C4CC4)n3C3CC3)no2)c1	i
CNC(=S)N/N=C/c1ccc(N2CCOCC2)s1	i
S=c1[nH]ncn1/N=C/c1ccc(N2CCOCC2)cc1	i
CN1CC(=O)NC(=O)C1	i
Clc1ccc(/C=N/Nc2ccc(-n3ccnc3)nn2)cc1	i
O=C1/C(=C/c2cccnc2)SC(=S)N1/N=C/c1cccnc1	i
Cc1nc2ccccn2c1/C=N/N=C1\C(=O)Nc2ccccc21	i
CC(C)CCNC(=S)NNC(=O)C1CCCO1 (stereo not given)	i
Brc1cc2c(cc1CSc1nnnn1C1CCCC1)OCCO2	i
CN(C)c1ccc(N2C(=O)C=CC2=O)cc1	i
O=C(Nc1nc2c(s1)CSc1ccccc1-2)c1sc2ccccc2c1Cl	i
Cc1cc(NC(=O)Cn2c(=O)/c(=C\c3ccsc3)s/c2=C\C(=O)C(C)(C)C)no1	i
FC(F)(F)CN(Cn1nc(-c2ccco2)oc1=S)Cn1nc(-c2ccco2)oc1=S	i
O=C(CSc1nnc(C2CC2)n1C1CC1)c1cccs1	i
O=C1c2ccccc2NC(C2CCCCC2)N1C1CC1 (stereo not given)	i
O=C(CSc1nc(-c2ccccc2)[nH]c1[P+](c1ccccc1)(c1ccccc1)c1ccccc1)c1ccccc1	i
Nc1nnc(C23CC4CC(CC(C4)C2)C3)s1	i
Cc1ccc(-c2n[nH]c(=S)nc2-c2ccc(C)cc2)cc1	i
Fc1ccc(C2=CC(c3cccc4ccccc34)n3nnnc3N2)cc1 (stereo not given)	i
c1cc2c(cc1-c1csc(N3CCCC3)n1)OCO2	i
S=C(N/N=C1\CC2CC=CC12)NC1CCCCC1 (stereo not given)	i
CCN(C1CCS(=O)(=O)C1)S(=O)(=O)c1ccc(Cl)s1 (stereo not given)	i
C/C(=N\N=c1/sc2ccccc2n1C)c1ccc(C(C)(C)C)cc1	i
O=C(NCC1(N2CCCCC2)CCCCC1)C1=CN2CCS(=O)(=O)N=C2C=C1	i
S=c1n(/N=C/c2ccc(Cl)cc2Cl)cnn1Cc1ccccc1Cl	i
COc1cc(/C=C/c2ccc3ccccc3n2)cc(OC)c1O	i

These rows are one share of the data; rates above refer to the full screens.
